Rin1-Abl PPI inh – blocks binding of human Rin1 to Abl. inhibition, % at 7.35 µM. TR-FRET Rin1/Abl binding, biochemical. actives 0.4% (n = 360,000); in the data active = inhibition above about 5%, passing the limit was not always enough
CSN deneddyl inh – inhibitors of human CSN-mediated cullin deneddylation; Purified CSN, SCF-Nedd8-OG deneddylation, fluorescence polarization; inhibition, % at 12.5 µM; actives 0.38% (n = 360,000);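 active = pattern-corrected inhibition above about 35%, with an unprinted fluorescence ratio check between 0.5 and 1.5, limit read from the data, passing the limit was not always enough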;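 also: 0% = enzyme with substrate and 100% = substrate without enzyme; some results filed as inactive read as strong as hits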
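Test system: Human Csn5 produced in HEK293T cells | Compound: 12.5 µM single point | Times: 90 min, room temperature | Signal: Fluorescence polarization readout | Read-out basis: % inhibition of substrate cleavage by Csn5 | Controls: no-enzyme wells high, enzyme-with-substrate wells low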
E coli Lon inh – inhibits E. coli Lon protease; purified E. coli Lon protease, fluorescence polarization; inhibition, % at 7.94 µM; actives 0.42% (n = 360,000); in the data active = inhibition above about 13%, passing the limit was not always enough;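 also: 0% = enzyme with probe and DMSO and 100% = no enzyme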
Target sequence (P0A9M0 whole entry, looked up): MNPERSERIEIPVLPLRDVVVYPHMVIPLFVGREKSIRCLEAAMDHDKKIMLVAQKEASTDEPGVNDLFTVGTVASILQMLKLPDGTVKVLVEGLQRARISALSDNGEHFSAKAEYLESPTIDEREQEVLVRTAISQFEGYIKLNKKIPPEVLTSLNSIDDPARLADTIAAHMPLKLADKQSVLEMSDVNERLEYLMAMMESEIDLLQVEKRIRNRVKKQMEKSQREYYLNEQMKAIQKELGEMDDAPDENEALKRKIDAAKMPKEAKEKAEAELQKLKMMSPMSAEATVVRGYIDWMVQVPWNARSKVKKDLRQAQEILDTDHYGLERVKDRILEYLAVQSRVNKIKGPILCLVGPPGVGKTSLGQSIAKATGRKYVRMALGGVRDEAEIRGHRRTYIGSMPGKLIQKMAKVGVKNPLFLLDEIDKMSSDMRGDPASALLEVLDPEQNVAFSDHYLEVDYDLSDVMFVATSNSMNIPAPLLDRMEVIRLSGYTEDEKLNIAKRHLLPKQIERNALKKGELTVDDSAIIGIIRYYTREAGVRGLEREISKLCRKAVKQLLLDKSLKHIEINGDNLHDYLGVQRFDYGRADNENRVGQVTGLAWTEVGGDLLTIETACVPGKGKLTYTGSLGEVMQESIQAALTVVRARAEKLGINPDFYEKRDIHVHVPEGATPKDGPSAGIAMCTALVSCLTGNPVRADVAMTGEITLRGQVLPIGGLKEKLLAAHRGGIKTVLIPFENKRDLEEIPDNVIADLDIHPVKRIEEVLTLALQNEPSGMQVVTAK
TbMetRS inhib – blocks T. brucei methionyl-tRNA synthetase activity; purified T. brucei MetRS, ATP depletion, Kinase-Glo luminescence; inhibition, % at 11.9 µM; actives 0.4% (n = 360,000); AID 624268;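 active = inhibition above a per-plate cutoff of the control wells' mean inhibition plus 3 SD, cut at about 5.5% in these data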;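 also: 0% = DMSO wells median and 100% = median of wells with control inhibitor compound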
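System: purified T. brucei MetRS enzyme / Detection: Kinase-Glo luciferase luminescence reporting remaining unconsumed ATP / Medium: HEPES buffer with MgCl2, KCl, DTT, spermine, BSA, pyrophosphatase / Replication: singlicate, one well per compound / Evaluation: percent inhibition relative to median high and low control wells / Schedule: 2 h aminoacylation at 25 °C after 15 min preincubation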
Neddyl block – inhibitors of human cullin neddylation; P61081+Q13564; TR-FRET cullin neddylation, biochemical; calls only at 25 µM; actives 0.58% (n = 360,000); AID 651699; in the data active = inhibition above about 36%
MsrA inh – inhibits bovine methionine sulfoxide reductase A. inhibition, % at 15.5 µM. AID 651718. purified bovine MsrA, absorbance read-out. actives 0.75% (n = 360,000); in the data active = inhibition above about 4.5%;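 also: 0% = vehicle wells with enzyme and 100% = reference inhibitor wells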
FAS-TE inh – inhibitors of human fatty acid synthase thioesterase domain; recombinant FAS-TE, OMFH fluorogenic substrate, fluorescence endpoint; P49327; actives 0.67% (n = 360,000); inhibition, % at 15 µM;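 active = compounds whose normalised, plate-corrected inhibition of enzyme fluorescence in the single-dose primary screen is 50% or more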;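 also: 0% = DMSO with enzyme and 100% = substrate without enzyme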
PABP1 MLLE inh – blocks PAM2 peptide binding to the PABP1 MLLE domain; P11940; GST-MLLE / FITC-PAM2 fluorescence polarization; inhibition, % at 20 µM; actives 0.36% (n = 360,000); AID 588489; in the data active = inhibition above about 35%, passing the limit was not always enough;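 also: plate controls were DMSO wells with GST-MLLE for no effect and wells lacking GST-MLLE protein for full effect; some results filed as inactive read as strong as hits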
MsrA act – activators of bovine methionine sulfoxide reductase A. activation, % at 10.6 µM. actives 0.3% (n = 360,000). AID 602163. purified bovine MsrA, absorbance read-out; in the data active = activation above about 7.5%;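 also: 0% = vehicle and 100% = reference activator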
An asterisk follows results filed as active; i = inactive; x = no result given.

structure	Rin1-Abl PPI inh	CSN deneddyl inh	E coli Lon inh	TbMetRS inhib	Neddyl block	MsrA inh	FAS-TE inh	PABP1 MLLE inh	MsrA act
CCN1C[C@@H]2[C@@H]3C(=O)N(Cc4ccccc4)C(=O)[C@@H]3[C@](Cc3ccccc3)(C1=O)N2C(=O)c1ccc(Cl)cc1	-2	2	-6	0.4	i	0.1	0	-4	0
COc1ccc(CCNc2nc3ccccc3n3cnnc23)cc1OC	-2	-1	-73	-0.5	i	-1.3	-5	-4	-3
C/C(=N/NC(=O)C1CC1(c1ccccc1)c1ccccc1)c1cccs1 (stereo not drawn)	0	4	-3	-0.2	i	-0.6	9	23	-2
CC(=O)N1CCN(c2ccc(Nc3ncnc4c3oc3ccccc34)cc2)CC1	1	2	2	-0.3	i	1.8	-1	-15	1
C=CCn1c(-c2ccc(N)cc2)nc2ccccc21	-2	-7	-3	-0.5	x	-0.7	-6	-15	-6
COc1ccc(-c2csc(NC(=S)NC(=O)c3ccc(S(=O)(=O)N(C)C)cc3)n2)cc1OC	1	1	-1	-0.2	i	1.5	-3	21	0
O=C(Nc1ccc2[nH]ncc2c1)c1cccc(F)c1	0	-6	5	-0.8	i	0.1	-16	0	-3
CCCCN(CC)CCNC(=S)Nc1ccc2nc(N3CCN(C)CC3)cc(C)c2c1	-3	-4	3	-0.9	i	1.4	0	-12	-1
Cc1nnc(NC(=O)c2ccc(N3CCCC3=O)cc2)s1	2	-1	-19	-0.5	i	0.7	-8	-3	-5
CCOC(=O)c1cnc(SCc2cccc3ccccc23)nc1N	-2	-3	-9	-0.4	i	0.4	14	-5	-2
COc1ccc(C(C)(NC(C)=O)c2nc(-c3ccc(F)cc3OC)cs2)cc1 (stereo not drawn)	0	0	1	-0.4	i	-0.5	3	-13	-2
CN1C(C(=O)NCc2ccco2)CC2Cn3c(nc4cc5ccccc5cc43)C21 (stereo not drawn)	-1	1	-6	-0.3	i	-1.0	-7	6	-5
COc1ccccc1NC(=O)c1cccc(S(=O)(=O)N2CCOCC2)c1	2	-4	-5	-1.4	i	-0.5	-5	3	-1
COc1ccc(NC(=O)CSc2nc(SC)ns2)cc1	-1	2	-2	-0.5	i	2.2	-1	18	-3
COc1ccccc1C(=O)O/N=C(/c1ccncc1)c1ccc([N+](=O)[O-])cc1	0	0	-2	0.0	i	-0.1	23	-1	-4
Cc1ccc(NC(=O)CN(C)C(=O)c2ccc(NS(=O)(=O)c3cccc([N+](=O)[O-])c3)cc2)cc1	1	-4	10	-0.2	i	-0.3	3	12	-6
O=C(O)c1cc(-c2cccs2)nn1-c1cccc(Cl)c1	2	-2	2	-0.7	i	-0.2	-3	12	-4
COc1ccccc1CN1CC(C(=O)N(C)CCOc2ccccc2)CCC1=O (stereo not drawn)	0	0	2	-0.1	i	0.2	-7	6	-1
COc1ccc(C(=O)n2cnc3ccccc32)cc1[N+](=O)[O-]	0	2	2	0.3	i	0.1	-2	-4	-1
O=S(=O)(c1ccc(S(=O)(=O)N2CCC3(CC2)OCCO3)cc1)N1CCCC1	2	-2	2	-0.1	i	-0.3	-5	8	0
NC(=O)c1cccc(CS(=O)(=O)c2ccc(Cl)cc2)c1	-3	2	-2	-0.2	i	-0.6	-4	-1	-3
CCn1nc(C(=O)NNC(=O)COc2ccccc2C)c2ccccc2c1=O	4	-1	1	-0.6	i	1.2	-9	-4	-11
COC(=O)CSc1ncc(OC)c(OC)n1	0	-2	0	-0.4	i	-0.9	-9	-15	1
Nc1nc(N2CCOCC2)nc(N(c2ccccc2)c2ccccc2)n1	-4	6	11	-0.6	i	0.4	-2	-5	-3
O=C(NCC1CCCO1)c1ccc(F)c2ccccc12 (stereo not drawn)	5	1	2	0.1	i	0.2	-6	-12	-5
O=C(NCc1ccc2c(c1)OCO2)c1ccccn1	0	-1	-7	-0.1	i	0.1	-1	-8	0
O=C(NC1CCCC1)C(c1ccncc1)N(C(=O)Cc1cccs1)c1cccc(F)c1 (stereo not drawn)	4	4	2	-0.8	i	0.6	-1	11	-2
CCS(CC)=NS(=O)(=O)c1ccc(NC(C)=O)cc1	0	6	-2	-1.5	i	0.3	-10	-2	-6
CN(C)c1ccc(/C=C/c2ccncc2)cc1	-12	6	0	0.4	i	1.9	-9	-24	-2
c1cncc(CSc2ccc(-c3cccnc3)nn2)c1	-1	-3	6	-1.5	i	-0.1	-4	10	-9
CCCCCCn1c(=O)n2n(c1=O)[C@@H]1CN(S(=O)(=O)c3ccc(C)cc3)C[C@]1(O)[C@@H](OC(=O)NCC1CCCCC1)C2	-1	2	7	-0.2	i	-0.3	16	-7	0
CCc1ccc2[nH]c(=O)c(C(c3nnnn3CCOC)N3CCN(c4ccccc4F)CC3)cc2c1 (stereo not drawn)	1	-2	-9	-0.7	i	1.1	-7	10	-4
COc1ccc(CC(=O)O/N=C(\N)c2ccccn2)cc1	1	-2	1	-0.5	i	-0.2	-3	-14	-4
O=C1C2C3C=CC(O3)C2C(=O)N1CC(O)c1ccccc1 (stereo not drawn)	-1	-6	8	-0.3	i	-0.2	-1	16	2
COc1ccccc1C1=CC(=O)CC(C)(C)C1=O	1	2	-5	-0.4	i	0.3	-11	3	0
CCN1/C(=C/C=C/c2oc3ccc(-c4ccccc4)cc3[n+]2CC)Oc2ccc(-c3ccccc3)cc21	-20	-104	x	0.0	i	0.5	-157	i	-2
CCN1/C(=C(\O)c2ccccc2)C(=O)c2ccccc2S1(=O)=O	-1	2	2	-0.3	i	4.8*	1	-1	-3
Cc1c(NC(=O)C(C)N2C(=O)C3C4C=CC(C4)C3C2=O)c(=O)n(-c2ccccc2)n1C (stereo not drawn)	0	-2	6	-0.3	i	-0.3	-5	-2	-1
COc1ccccc1C(=O)Nc1ccnn1C1CCN(Cc2ccc3nonc3c2)CC1	7	0	1	-0.7	i	-0.3	6	-3	-2
CN=C(Nc1ccc(C(=O)OC)s1)c1ccc(Cl)cc1	-2	6	-7	-0.5	i	2.1	2	12	4

Structures from the list above that contain an NH in an aromatic ring, in the order listed:
structure	Rin1-Abl PPI inh	CSN deneddyl inh	E coli Lon inh	TbMetRS inhib	Neddyl block	MsrA inh	FAS-TE inh	PABP1 MLLE inh	MsrA act
O=C(Nc1ccc2[nH]ncc2c1)c1cccc(F)c1	0	-6	5	-0.8	i	0.1	-16	0	-3
CCc1ccc2[nH]c(=O)c(C(c3nnnn3CCOC)N3CCN(c4ccccc4F)CC3)cc2c1 (stereo not drawn)	1	-2	-9	-0.7	i	1.1	-7	10	-4

Further compounds:
structure	Rin1-Abl PPI inh	CSN deneddyl inh	E coli Lon inh	TbMetRS inhib	Neddyl block	MsrA inh	FAS-TE inh	PABP1 MLLE inh	MsrA act
CC1=C(C#N)CCC(=O)N1Cc1c(C)cc(C)cc1C	-3	3	-5	-1.6	i	0.1	1	1	-10
COC(=O)C1=C(C)N(CC(C)C)C(=O)/C1=C\c1cccs1	-7	-3	4	-0.2	i	1.0	-2	-1	-2
CCn1c(CN2CCN(c3cccc(C)c3C)CC2)n[nH]c1=S	0	0	4	-0.3	i	-0.2	-11	-37	-1
CCOc1ccc(CCNC(=O)COc2cc(=O)n(C)c3ccccc23)cc1OCC	4	0	-2	-0.7	i	-0.6	-5	-4	-5
C1=C(C(c2nnnn2C2CCCCC2)N2CCCCC2)COc2ccccc21 (stereo not drawn)	-2	-3	-2	0.2	i	-1.1	16	-2	-2
CCc1ccc(C(C)NC(=O)c2ccc3c(c2)OCO3)cc1 (stereo not drawn)	1	-1	-4	-0.5	i	-0.5	3	2	-3
CC(=O)N1CCN(c2ccc(NC(=O)c3ccc([N+](=O)[O-])cc3Cl)cc2)CC1	-3	-2	7	-0.4	i	-0.7	2	4	-11
CC(C)CN(C(=O)C(C)N1C(=O)c2ccccc2C1=O)c1c(N)n(Cc2ccccc2)c(=O)[nH]c1=O (stereo not drawn)	1	1	-18	-0.2	i	0.3	-3	4	3
CC(=O)Nc1cccc(-c2csc(C(O)c3ccc(F)c(F)c3)n2)c1 (stereo not drawn)	-2	4	3	-0.2	i	-0.8	4	5	-2
O=C(CN(Cc1ccc(Cl)cc1)C(=O)c1csnn1)NCc1ccc(F)cc1	1	-2	11	0.3	i	-1.5	5	21	-3
C/C(CC(=O)NC(C)(C)C)=N\NC(=O)c1ccccc1N	2	2	-11	-0.6	x	0.9	-3	-1	-3
CC(=O)OCC1=C(C(=O)OC(C)(C)C)N2C(=O)[C@@H](NC(=O)Cc3ccccc3)[C@H]2SC1	1	-4	-2	-1.9	i	0.6	-6	38	-3
CC(C)C(=O)NCCc1nc(-c2ccc(Cl)cc2)no1	0	0	-12	0.3	i	0.6	-7	4	-2
O=C(O)c1cccc(S(=O)(=O)Nc2cccc3ccccc23)c1	0	1	3	-0.8	i	-0.6	2	1	3
O=C(O)c1nn(Cc2csc(-c3ccccc3)n2)c(=O)c2ccccc12	0	2	-6	-1.5	i	-0.4	9	-9	-12
Cc1ccc(F)cc1C(=O)N1CCC1(C)C(=O)O (stereo not drawn)	5	-1	-8	-0.2	i	-0.4	-4	-12	-7
Cc1nc2cc(NC(=O)c3ccc(Br)s3)ccc2s1	1	6	-5	0.1	i	-0.7	7	-7	-3
COCCNCC(=O)NC12CC3CC(CC(C3)C1)C2	-3	-4	-8	-0.2	i	-1.6	-1	-1	0
Cc1cc(C)c(CN2CCC(CO)(CCOc3ccccc3)CC2)cc1C	2	-5	-5	0.3	i	-0.8	3	-9	-1
COc1ccc(S(=O)(=O)NCc2cccnc2)cc1OC	4	-2	-4	-0.6	i	0.5	-4	-7	-4
O=C(NCc1ccc(OC(F)(F)F)cc1)C1CC(c2ccc(C(F)(F)F)cc2)=NO1 (stereo not drawn)	2	0	-6	-0.1	i	-0.2	0	-8	0
COCCCNC(=O)C(Cc1ccccc1)NS(=O)(=O)c1ccc2c(c1)c(=O)n(C)c(=O)n2C (stereo not drawn)	2	0	-9	-1.3	i	-0.7	-8	-5	-11
COc1ccc(OC)c(CNC(=O)CCNC(=O)Cn2ccc3ccccc3c2=O)c1	-1	-2	-4	0.3	i	-0.4	-6	-7	-2
O=C(Nc1ccccc1)C1CC2CCC1C2 (stereo not drawn)	3	-1	-2	-0.9	i	0.2	-3	1	-2
COc1cc(NC(=O)C2CC(c3c(F)cccc3Cl)=NO2)c(OC)cc1Cl (stereo not drawn)	-3	-2	1	-0.3	i	-0.1	32	13	-2
O=[N+]([O-])c1ccc(N2CCCCC2)cc1	-5	-5	-6	0.1	i	1.1	5	-15	0
CCC(C)(C)n1nnnc1C(c1cc2ccc(OC)cc2[nH]c1=O)N1CCc2ccccc2C1 (stereo not drawn)	-4	-4	-5	-0.5	i	2.0	18	72*	-5
COC1=CC(=O)CC(C)C12Oc1cc(OC)cc(OC)c1C2=O (stereo not drawn)	5	-1	1	-1.2	i	0.1	-14	-10	-5
COC(=O)c1ccc(NS(=O)(=O)c2ccc(Cl)cc2)o1	3	-1	-15	-0.1	i	-0.9	-2	8	1
O=c1c2c(nc(NCCO)n1CC1CCCCC1)-c1ccccc1CC21CCCC1	1	2	-4	-0.5	x	-0.1	21	5	-2
COc1cc(C(NC(C)=O)NC(C)=O)ccc1OCc1ccccc1	3	-3	-1	-0.5	i	-1.3	-8	4	-3
